p97 inhibitor – human p97 ATPase inhibition | P55072 | inhibition, % at 8 µM | 220,000 compounds, 0.42% hits | recombinant p97 ATPase, Kinase-Glo ATP luminescence, 3 h | AID 1481; in the data active = inhibition above about 15%;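 also: 0% = DMSO vehicle and 100% = wells lacking enzyme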
NPY Y1 blocker – antagonists of human neuropeptide Y receptor Y1. P25929. HEK293-CNG Y1 cells, membrane potential fluorescence; NPY at EC95, then isoproterenol. inhibition, % at 3.6 µM. 200,000 compounds, 1% hits. AID 1040;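 active = inhibition above the campaign mean inhibition of all tested compounds plus 3 SD, cut at about 20% in these data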;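 also: 0% = DMSO wells given NPY plus isoproterenol and 100% = isoproterenol alone without NPY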
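Material: HEK293 Y1/CNG channel cell line; also added: NPY (25 nM), isoproterenol (1 µM), Ro 20-1724 (25 µM); doses: one concentration, 3.6 µM, in 0.4% DMSO; schedule: compound incubation 1 h at room temperature, readout 45 min post-stimulation; technique: membrane potential fluorescence; measure: fluorescence ratio normalized to % inhibition between controls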
RBBP9 inh – human RBBP9 hydrolase inhibition; O75884; recombinant RBBP9, FP-Rh probe fluorescence polarization; inhibition, % at 7.94 µM; 220,000 compounds, 0.2% hits; AID 1515;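 active = inhibition above the campaign mean of all tested compounds plus 3 SD, cut at about 14% in these data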;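 also: plate controls were DMSO wells with RBBP9 for no effect and wells lacking RBBP9 protein for full effect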
Target sequence (O75884 whole entry, looked up): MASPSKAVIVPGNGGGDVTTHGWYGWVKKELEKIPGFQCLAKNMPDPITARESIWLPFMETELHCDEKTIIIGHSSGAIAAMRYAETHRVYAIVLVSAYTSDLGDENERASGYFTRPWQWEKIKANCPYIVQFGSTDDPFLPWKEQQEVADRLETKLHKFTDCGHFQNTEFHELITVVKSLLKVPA
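Controls: DMSO-treated enzyme wells and wells lacking RBBP9 | Material: RBBP9 protein | Technique: Fluorescence polarization | Replication: Single well per compound, no replicates | Buffer or medium: Tris-NaCl-Pluronic buffer, pH 8.0 | Timing: 30 min compound preincubation, 45 min probe labeling, 25 °C | Read-out basis: Percent inhibition from mP, scaled between DMSO and no-protein wells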
Runt-CBFb FRET – inhibitors of human RUNX1 Runt domain binding to CBFb; Cerulean-Runt/Venus-CBFb FRET ratio 530/480, 1 h; inhibition, % at 20 µM; 220,000 compounds, 0.46% hits;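 active = inhibition over about 50% at 20 µM in the single-dose screen, limit read from the data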;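 also: 0% = DMSO wells and 100% = excess unlabeled CBFb competitor control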
Target sequence (Q01196 whole entry, looked up, the tested form may be a part): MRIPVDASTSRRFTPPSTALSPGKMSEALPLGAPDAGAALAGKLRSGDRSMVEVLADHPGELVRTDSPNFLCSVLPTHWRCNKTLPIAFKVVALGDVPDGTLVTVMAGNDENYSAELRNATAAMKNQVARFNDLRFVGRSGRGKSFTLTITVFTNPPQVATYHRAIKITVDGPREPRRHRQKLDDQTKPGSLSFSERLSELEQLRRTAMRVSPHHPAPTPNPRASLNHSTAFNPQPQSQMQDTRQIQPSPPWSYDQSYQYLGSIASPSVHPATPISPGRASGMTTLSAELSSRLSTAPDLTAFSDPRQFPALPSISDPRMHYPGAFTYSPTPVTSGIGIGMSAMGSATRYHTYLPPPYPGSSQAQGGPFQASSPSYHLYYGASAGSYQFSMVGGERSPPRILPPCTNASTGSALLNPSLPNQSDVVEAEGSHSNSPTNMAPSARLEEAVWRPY
Target sequence (Q13951 whole entry, looked up, the tested form may be a part): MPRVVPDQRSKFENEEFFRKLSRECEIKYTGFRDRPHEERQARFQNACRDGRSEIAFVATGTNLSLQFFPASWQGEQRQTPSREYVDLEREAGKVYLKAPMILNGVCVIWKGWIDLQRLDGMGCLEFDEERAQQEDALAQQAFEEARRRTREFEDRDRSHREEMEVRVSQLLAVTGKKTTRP
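Assay system: Cerulean-Runt domain / Medium: Tris 50 mM pH 7.5, KCl, K2SO4, 0.01% BSA / Timing: protein complex preformed 1 h, compound exposure 1 h, room temperature, dark / Measured by: FRET, excitation 422 nm, emission at 530 and 480 nm / Evaluation: loss of energy transfer signal / Control set: 5 µM unlabeled CBFb as full-inhibition high control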
Runt-SMMHC FRET – inhibitors of human RUNX1 Runt domain binding to CBFb-SMMHC; Q01196+Q13951; Cerulean-Runt/Venus-CBFb-SMMHC FRET ratio 530/480, 1 h; inhibition, % at 20 µM; 220,000 compounds, 0.74% hits; AID 1434;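 active = mean inhibition across duplicate retests at 20 µM reaching about 50%, limit read from the data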;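 also: 0% = DMSO wells and 100% = wells with excess untagged CBFb-SMMHC; inhibitors lower the FRET ratio by blocking Runt binding to CBFb-SMMHC; some results filed as inactive read as strong as hits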
Hck-Nef inh – human Hck-Nef kinase inhibition; P08631; Recombinant Hck-YEEI plus Nef, Z-Lyte FRET kinase assay; inhibition, % at 20 µM; 220,000 compounds, 0.68% hits; AID 463187;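 active = Hck-Nef kinase inhibition above about 50%, limit read from the data; inactive = inhibition below that limit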;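 also: 0% = DMSO with Hck plus Nef and 100% = Hck alone without Nef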
MDM2 E3 inh – Mdm2 E3 ligase (human) inhibition; 210,000 compounds, 0.11% hits; signal enhancement, % at 5 µM; Q00987; cell-based MDM2 ubiquitination luciferase reporter, 2 h; 0 = plate control, 100 = twice control, blank-subtracted;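 active = signal enhancement of 30% or more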;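 also: luminescence tracks abundance of the self-degrading MDM2-luciferase fusion protein; higher signal means inhibition of MDM2 E3 ligase activity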
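Buffer or medium: Cells held in DMEM | Assay system: Stable mammalian line carrying autodegrading MDM2–luciferase fusion reporter | Quantity: 2000 cells/well | Times: 4 h settle plus 2 h compound, 37 °C | Doses: One concentration, 5 µM, with 0.2% DMSO | Technique: Luminescence with SteadyLite reagent, 15 min at room temperature | Benchmarks: Plate controls and plate blanks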
NPY2 pot ag – potentiators or agonists of human neuropeptide Y receptor Y2. P49146. cells expressing NPY-Y2, potentiator/agonist read-out. activation, % at 3.6 µM. 220,000 compounds, 0.45% hits. AID 1359; in the data active = activation above about 27%;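 also: cells stimulated with NPY near EC25 plus isoproterenol at EC100; 0% = vehicle plus submaximal agonist and 100% = vehicle plus saturating agonist; some results beyond the cut were filed as inactive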
NPY1 pot ag – human NPY-Y1 potentiation or agonism, primary screen; P25929; NPY-Y1 expressing cells, potentiator/agonist activation; activation, % at 3.6 µM; 220,000 compounds, 0.37% hits; AID 1304; in the data active = activation above about 33%, passing the limit was not always enough;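 also: cells stimulated with NPY at EC10 then isoproterenol at EC100; 0% = low agonist plus stimulus and 100% = saturating agonist plus stimulus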
Numbers without * were called inactive.

For Cn1c(=O)n(CCOc2ccc(Cl)cc2Cl)c2ccccc21 the results were p97 inhibitor 0, NPY Y1 blocker 8, RBBP9 inh -5, Runt-CBFb FRET -4, Runt-SMMHC FRET 0, Hck-Nef inh 1, MDM2 E3 inh -1, NPY2 pot ag 2 and NPY1 pot ag 0.
Screening C/C(=N\NC(=O)c1ccc(C)cc1)C1C(=O)c2ccccc2C1=O returned p97 inhibitor 6, NPY Y1 blocker 6, RBBP9 inh 1, Runt-CBFb FRET -3, Runt-SMMHC FRET 4, Hck-Nef inh 6, MDM2 E3 inh 5, NPY2 pot ag -9 and NPY1 pot ag 10.
Screening COc1ccc(C2C(C(=O)NCC3CCCO3)c3cc(OC)c(OC)cc3C(=O)N2C)cc1OC (centres undefined) returned p97 inhibitor 2, NPY Y1 blocker -2, RBBP9 inh -3, Runt-CBFb FRET 0, Runt-SMMHC FRET 1, Hck-Nef inh -4, MDM2 E3 inh -9, NPY2 pot ag 1 and NPY1 pot ag 0.
`Cc1ccc(-c2n[nH]c3c2CCC3)cc1` gave p97 inhibitor -1, NPY Y1 blocker -1, RBBP9 inh 9, Runt-CBFb FRET 1, Runt-SMMHC FRET 3, Hck-Nef inh 1, MDM2 E3 inh -14, NPY2 pot ag 18 and NPY1 pot ag -16.
`CC(C)CNc1c(N)n(CC(C)C)c(=O)[nH]c1=O` gave p97 inhibitor -4, NPY Y1 blocker 1, RBBP9 inh -6, Runt-CBFb FRET 9, Runt-SMMHC FRET 21, Hck-Nef inh -25, MDM2 E3 inh -7, NPY2 pot ag 8 and NPY1 pot ag 10.
Screening Cc1ccc(C(=O)N2CCN=C2SCc2ccc([N+](=O)[O-])cc2)cc1C returned p97 inhibitor 1, NPY Y1 blocker 3, RBBP9 inh -7, Runt-CBFb FRET -1, Runt-SMMHC FRET -2, Hck-Nef inh 15, MDM2 E3 inh -18, NPY2 pot ag -4 and NPY1 pot ag 5.
CCCCc1nc(N2CCOCC2)c(C#N)c2c1COC(C)(C)C2 was read as p97 inhibitor -3, NPY Y1 blocker -5, RBBP9 inh 1, Runt-CBFb FRET -4, Runt-SMMHC FRET -4, Hck-Nef inh 0, MDM2 E3 inh -5, NPY2 pot ag 6 and NPY1 pot ag -7.
Screening O=C(OC1CCS(=O)(=O)c2sccc21)c1ccccc1 (centres undefined) returned p97 inhibitor -5, NPY Y1 blocker 9, RBBP9 inh -7, Runt-CBFb FRET -1, Runt-SMMHC FRET -2, Hck-Nef inh -4, MDM2 E3 inh -5, NPY2 pot ag -1 and NPY1 pot ag 2.
For O=C(Cn1ncc2c(=O)oc3ccccc3c21)N1CCCc2ccccc21 the results were p97 inhibitor 8, NPY Y1 blocker -1, RBBP9 inh -2, Runt-CBFb FRET -2, Runt-SMMHC FRET 3, Hck-Nef inh 2, MDM2 E3 inh -10, NPY2 pot ag 9 and NPY1 pot ag 1.
Screening CCCC(c1nnnn1CC(=O)OCC)N(Cc1cc2c(C)cc(C)cc2[nH]c1=O)C1CCCC1 (centres undefined) returned p97 inhibitor 2, NPY Y1 blocker 1, RBBP9 inh -7, Runt-CBFb FRET -1, Runt-SMMHC FRET -11, Hck-Nef inh 18, MDM2 E3 inh -3, NPY2 pot ag -2 and NPY1 pot ag 7.
For CCCn1c(SCC(=O)N2CCCc3ccccc32)nnc1-c1ccccn1 the results were p97 inhibitor -11, NPY Y1 blocker 4, RBBP9 inh -5, Runt-CBFb FRET 0, Runt-SMMHC FRET -2, Hck-Nef inh 0, MDM2 E3 inh -10, NPY2 pot ag -1 and NPY1 pot ag 10.
CC(C)N1C(=O)C2C(C(=O)NC3CCCCC3)C3C=CC2(O3)C1C(=O)NC1CCCC1 (centres undefined) was read as p97 inhibitor -5, NPY Y1 blocker -1, RBBP9 inh -8, Runt-CBFb FRET 1, Runt-SMMHC FRET -2, Hck-Nef inh 0, MDM2 E3 inh -8, NPY2 pot ag -4 and NPY1 pot ag -15.
For O=C(NCc1ccccn1)c1ccc(Cl)c(S(=O)(=O)N2CCCCC2)c1 the results were p97 inhibitor 0, NPY Y1 blocker -4, RBBP9 inh -4, Runt-CBFb FRET 1, Runt-SMMHC FRET -2, Hck-Nef inh -4, MDM2 E3 inh -14, NPY2 pot ag 1 and NPY1 pot ag 1.
`CC(C)Sc1nnc(Nc2ccccc2)s1` gave p97 inhibitor 3, NPY Y1 blocker 2, RBBP9 inh 0, Runt-CBFb FRET -3, Runt-SMMHC FRET 2, Hck-Nef inh 4, MDM2 E3 inh -25, NPY2 pot ag 8 and NPY1 pot ag 25.
`Cc1c(NC(=O)CN2CCN(c3ccc(O)cc3)CC2)c(=O)n(-c2ccccc2)n1C` gave p97 inhibitor -2, NPY Y1 blocker -4, RBBP9 inh -2, Runt-CBFb FRET 38, Runt-SMMHC FRET 30, Hck-Nef inh 14, MDM2 E3 inh -10, NPY2 pot ag -1 and NPY1 pot ag 1.
CCC(C)Sc1nc2c(cnn2-c2ccc(C)cc2)c(=O)[nH]1 (centres undefined) was read as p97 inhibitor 6, NPY Y1 blocker 0, RBBP9 inh 0, Runt-CBFb FRET 0, Runt-SMMHC FRET -2, Hck-Nef inh 3, MDM2 E3 inh -7, NPY2 pot ag -5 and NPY1 pot ag 7.
Screening CC(C)CCn1cnc2c(c1=O)c1nc3ccccc3nc1n2Cc1ccc2c(c1)OCO2 returned p97 inhibitor 3, NPY Y1 blocker 0, RBBP9 inh -4, Runt-CBFb FRET -1, Runt-SMMHC FRET 2, Hck-Nef inh 5, MDM2 E3 inh -6, NPY2 pot ag 11 and NPY1 pot ag -6.
CCNC(=S)N1CCC(c2nc3cc(C)c(C)cc3[nH]2)CC1 was read as p97 inhibitor -3, NPY Y1 blocker 5, RBBP9 inh -7, Runt-CBFb FRET -2, Runt-SMMHC FRET -1, Hck-Nef inh 1, MDM2 E3 inh -12, NPY2 pot ag -5 and NPY1 pot ag -11.
`COc1cc2cc(C(c3nnnn3C(C)(C)C)N3CCc4ccccc43)c(=O)[nH]c2cc1OC` (centres undefined) gave p97 inhibitor 3, NPY Y1 blocker -1, RBBP9 inh -3, Runt-CBFb FRET 16, Runt-SMMHC FRET -15, Hck-Nef inh 3, MDM2 E3 inh -2, NPY2 pot ag -9 and NPY1 pot ag -12.
`S=C1NC(c2ccccc2)=NCN1c1ccc(Cl)cc1` gave p97 inhibitor -3, NPY Y1 blocker -1, RBBP9 inh -8, Runt-CBFb FRET 1, Runt-SMMHC FRET 3, Hck-Nef inh 1, MDM2 E3 inh -10, NPY2 pot ag -13 and NPY1 pot ag 0.
CN(C)S(=O)(=O)c1ccc2oc(SCC(=O)NCC(F)(F)F)nc2c1 was read as p97 inhibitor 0, NPY Y1 blocker 1, RBBP9 inh -6, Runt-CBFb FRET 2, Runt-SMMHC FRET -1, Hck-Nef inh 2, MDM2 E3 inh 13, NPY2 pot ag 6 and NPY1 pot ag 8.
Screening CC(=O)NCCc1nc2ccccc2n1Cc1ccc(Cl)cc1 returned p97 inhibitor 0, NPY Y1 blocker -1, RBBP9 inh -6, Runt-CBFb FRET -1, Runt-SMMHC FRET 11, Hck-Nef inh 10, MDM2 E3 inh -8, NPY2 pot ag -9 and NPY1 pot ag -15.
Screening CCOC(=O)C1=C(O)/C(=C/c2cn(CC(=O)NCC3CCCO3)c3ccccc23)SC1=Nc1ccc(C)cc1 (centres undefined) returned p97 inhibitor 6, NPY Y1 blocker 10, RBBP9 inh 1, Hck-Nef inh 19, NPY2 pot ag 14 and NPY1 pot ag 8.
`Cc1nn(C(=O)N2CCOCC2)c(C)c1C` gave p97 inhibitor 8, NPY Y1 blocker 3, RBBP9 inh -1, Runt-CBFb FRET -1, Runt-SMMHC FRET -3, Hck-Nef inh 6, MDM2 E3 inh 4, NPY2 pot ag 13 and NPY1 pot ag 17.
`Cc1ccc(NC(=O)CCNCc2ccco2)cc1S(=O)(=O)N(C)C` gave p97 inhibitor -6, NPY Y1 blocker 1, RBBP9 inh -9, Runt-CBFb FRET -2, Runt-SMMHC FRET -1, Hck-Nef inh 10, MDM2 E3 inh -14, NPY2 pot ag -17 and NPY1 pot ag -12.
For Cc1nn2c(-c3cccc(NC(=O)c4ccco4)c3)nnc2c2ccccc12 the results were p97 inhibitor 4, NPY Y1 blocker 1, RBBP9 inh -4, Runt-CBFb FRET -4, Runt-SMMHC FRET -4, Hck-Nef inh 14, MDM2 E3 inh -6, NPY2 pot ag -9 and NPY1 pot ag -45.
For Cc1nc2nc(SCC(=O)c3ccc([N+](=O)[O-])cc3)[nH]c2cc1Br the results were p97 inhibitor 8, NPY Y1 blocker 2, RBBP9 inh 7, Runt-CBFb FRET 4, Runt-SMMHC FRET -1, Hck-Nef inh 1, MDM2 E3 inh -10, NPY2 pot ag -8 and NPY1 pot ag -14.
`Cc1cc(C)n2nc(SCC(=O)NC(=O)NCc3ccco3)nc2n1` gave p97 inhibitor 4, NPY Y1 blocker 0, RBBP9 inh 0, Runt-CBFb FRET 0, Runt-SMMHC FRET -6, Hck-Nef inh 4, MDM2 E3 inh 3, NPY2 pot ag 8 and NPY1 pot ag 12.
For Cc1ccc(C(=O)CCC(=O)N2CCN(C(=O)c3ccco3)CC2)cc1 the results were p97 inhibitor -3, NPY Y1 blocker 5, RBBP9 inh -8, Runt-CBFb FRET -3, Runt-SMMHC FRET -8, Hck-Nef inh 23, MDM2 E3 inh -8, NPY2 pot ag -1 and NPY1 pot ag -5.
Screening Cc1cc(NC(=O)C(C)Oc2ccc(Cl)cc2Cl)n(-c2ccccc2)n1 (centres undefined) returned p97 inhibitor -3, NPY Y1 blocker 4, RBBP9 inh -13, Runt-CBFb FRET -2, Runt-SMMHC FRET 2, Hck-Nef inh -18, MDM2 E3 inh -5, NPY2 pot ag -7 and NPY1 pot ag 4.

Bioassay records (PubChem)
